Assay outcomes: PubChem BioAssay, National Center for Advancing Translational Sciences (NCATS)
uPA generation = qHTS for Inhibitors of Cell Surface uPA Generation. cell surface uPA generation assay, qHTS. Potency, µM (titrated, usually from 38.3 µM), inactives show at the highest dose activity change, negative = inhibition, actives largely listed as inhibitors. 330,000 compounds, 0.31% hits; active = well fitted inhibition curve with a large enough effect; inconclusive = small, poorly fitted or top-dose-only effect; inactive = no such curve, though single readings can be large or run the other way; tested in mouse RAW 264.7 cells; note: potency is the fitted concentration of half-maximal effect; nearly all actives have a fitted effect of over 55% in size
KCNH2 WT inh = qHTS for Inhibitors of KCHN2 3.1: Wildtype qHTS. activity change, % at 1.84 µM. Voltage-gated inwardly rectifying potassium channel KCNH2 (Homo sapiens), Q12809. U2OS, BacMam KCNH2, thallium flux FluxOr; stronger effect = lower value. 340,000 compounds, 0.37% hits. AID 720551, 2013;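 active = maximum activity change below -70%; inconclusive = maximum activity change between -70% and -50%; inactive = maximum activity change above -50%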
Target sequence (Q12809 whole entry, looked up): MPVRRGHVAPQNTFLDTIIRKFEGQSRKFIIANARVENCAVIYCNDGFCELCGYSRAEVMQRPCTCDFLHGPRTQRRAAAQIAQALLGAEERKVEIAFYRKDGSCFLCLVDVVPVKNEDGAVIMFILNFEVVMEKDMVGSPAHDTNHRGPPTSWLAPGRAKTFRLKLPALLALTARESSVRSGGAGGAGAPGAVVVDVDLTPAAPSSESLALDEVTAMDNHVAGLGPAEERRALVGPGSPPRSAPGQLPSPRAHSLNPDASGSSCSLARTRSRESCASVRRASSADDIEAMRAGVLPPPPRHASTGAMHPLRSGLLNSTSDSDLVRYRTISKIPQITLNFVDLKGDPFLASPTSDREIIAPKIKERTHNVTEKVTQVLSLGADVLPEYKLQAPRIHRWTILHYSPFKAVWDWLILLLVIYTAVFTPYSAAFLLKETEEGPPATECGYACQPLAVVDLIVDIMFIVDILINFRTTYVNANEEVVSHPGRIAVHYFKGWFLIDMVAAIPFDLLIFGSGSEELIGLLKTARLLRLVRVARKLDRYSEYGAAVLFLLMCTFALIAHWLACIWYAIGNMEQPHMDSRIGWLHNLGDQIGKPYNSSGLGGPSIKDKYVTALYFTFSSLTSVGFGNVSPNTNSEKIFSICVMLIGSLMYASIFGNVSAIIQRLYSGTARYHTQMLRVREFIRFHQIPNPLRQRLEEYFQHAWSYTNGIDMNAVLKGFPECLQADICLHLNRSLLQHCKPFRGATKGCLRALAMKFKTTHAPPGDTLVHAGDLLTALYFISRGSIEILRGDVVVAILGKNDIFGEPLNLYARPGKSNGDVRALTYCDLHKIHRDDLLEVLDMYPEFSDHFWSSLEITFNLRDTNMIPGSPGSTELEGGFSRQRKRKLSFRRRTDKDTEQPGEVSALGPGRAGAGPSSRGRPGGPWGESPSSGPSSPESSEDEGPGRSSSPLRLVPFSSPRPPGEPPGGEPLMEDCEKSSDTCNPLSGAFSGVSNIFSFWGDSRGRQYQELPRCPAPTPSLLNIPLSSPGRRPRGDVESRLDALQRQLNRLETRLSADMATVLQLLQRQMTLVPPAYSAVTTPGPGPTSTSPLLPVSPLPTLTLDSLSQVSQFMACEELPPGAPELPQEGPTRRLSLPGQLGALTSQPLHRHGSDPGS
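U2OS cells were transduced with wild-type KCNH2 virus (2.03 x 10^8 / mL) for 4 h at room temperature, then cultured overnight at 37 C. Thallium flux was read with FluxOr dye. Rate constants were normalized to DMSO controls.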
Coupling enz = qHTS Assay for Inhibitors of Fructose-1,6-bisphosphate Aldolase from Giardia Lamblia: Coupling assay counterscreen; 290,000 compounds, 0.67% hits; coupling enzyme system counterscreen, AmpLite Red fluorescence; activity change, negative = inhibition, % at 58.2 µM, hits read low; in the data active = activity change below about -30%
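Fluorescence at 525 nm excitation and 598 nm emission measured inhibition of the coupled detection system without aldolase. Compounds (at 57.5 uM final) were preincubated 10 min at room temperature with coupling enzyme reagent before a 20 min substrate/AmpLite Red step.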
KCNH2 3.1 block = qHTS for Inhibitors of KCHN2 3.1: Mutant qHTS | Potassium voltage-gated channel subfamily H member 2, brain isoform KCNH2 3.1 (human) | 340,000 compounds, 0.95% hits | activity change, % (tested at about 1.8 µM) | U2OS KCNH2 3.1, thallium flux FluxOr; stronger effect = lower value | AID 720553, 2013;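 active = maximum activity change below -70%; inconclusive = maximum activity change from -70% to -50%; inactive = maximum activity change above -50%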;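 note: thallium influx rate constant from kinetic fluorescence after stimulation buffer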
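Channel expression came from 3.1 mutant virus (1.77 x 10^8 /mL) applied to suspended U2OS cells for 4 h. Flux was tracked with FluxOr dye plus Red40 quencher, and kinetic rate constants normalized to controls.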
PKM2 act = qHTS Assay for Activators of Human Muscle isoform 2 Pyruvate Kinase | Pyruvate kinase PKM (Homo sapiens), P14618 | Potency, µM (doses to about 57.5 µM), for the others: top-dose activation, most hits filed as activators | purified PKM2, Kinase-Glo ATP luminescence, activation; response scale: 0% is enzyme alone, no compound | 260,000 compounds, 0.34% hits; note: potency is the fitted concentration of half-maximal effect; nearly all actives have a fitted effect of over 55% in size
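ATP formation by purified human PK-M2, quantified via coupled luciferase luminescence after 1 h at room temperature with 0.1 mM ADP and 0.5 mM PEP final.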
B2AR arrestin = qHTS assay of beta-arrestin-biased ligands of beta2-adrenergic receptor | Beta-2 adrenergic receptor (Homo sapiens), P07550 | beta-arrestin recruitment to beta2AR, cell-based reporter | Potency, µM (doses to about 46.1 µM), inactives show at the top dose activation, most hits filed as activators | 330,000 compounds, 0.02% hits;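 note: potency is the fitted concentration of half-maximal effect; 0% = DMSO controls and full agonism = EC100 isoproterenol or metaproterenol; nearly all actives have a fitted effect of over 65% in size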
Giardia killer = Small Molecules that selectively kill Giardia lamblia: qHTS. 340,000 compounds, 0.15% hits. activity change, % at 7.66 µM, hits read low. Giardia lamblia trophozoite viability; in the data active = activity change below about -80%; inconclusive = between about -30% and that limit;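 note: parasites exposed to compound for two days anaerobically before the ATP read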
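Media and compound were dispensed first, then trophozoites at 100 cells/well; plates sat 48 hrs at 37 deg C without oxygen before ATP luminescence reagent was added and read after 15-30 min at room temperature.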
USP2a block = qHTS Assay for Inhibitors of Ubiquitin-specific Protease USP2a Using CHOP2 as the Reporter. Ubiquitin carboxyl-terminal hydrolase 2 (Homo sapiens), O75604. USP2 core, Ub-CHOP2 coupled fluorogenic reporter, 485/531. Potency, µM (series often up to 38.3 µM), for the others: at the top dose activity change, negative = inhibition, most hits filed as inhibitors. 330,000 compounds, 0.01% hits;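 note: potency is the fitted concentration of half-maximal effect; plate controls were DMSO wells for no effect and full inhibition by NEM control for full effect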
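Deubiquitinase activity read as fluorescence (485/531 nm) after Ub-CHOP2 cleavage activates the enterokinase reporter on its substrate; USP2 core 10nM, Ub-CHOP2 and substrate 25nM each, 30min compound preincubation then 60min RT; data normalized to NEM, curves fitted.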
GALK inhibitor = qHTS Assay for Inhibitors of Human Galactokinase (GALK); 270,000 compounds, 0.007% hits; Potency, µM (titrated, usually from 57.5 µM), for inactives: top-dose activity change, negative = inhibition, most hits filed as inhibitors; Purified GALK, Kinase-Glo residual ATP luminescence; P51570; note: potency is the fitted concentration of half-maximal effect
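Quantitative HTS: GALK 5 nM, ATP 35 uM, galactose 100 uM, 1 h room temperature, then luciferase-based ATP detection.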
Eya2 phos inh = qHTS Assay for Inhibitors of the Phosphatase Activity of Eya2; recombinant Eya2, OMFP fluorescence dephosphorylation (OMFP is methylfluorescein phosphate); Protein phosphatase EYA2 (Homo sapiens), O00167; 330,000 compounds, 0.006% hits; Potency, µM (top dose mostly 76.9 µM), inactives show at the highest dose activity, negative = inhibition, most hits filed as inhibitors; AID 488837, 2010; note: potency is the fitted concentration of half-maximal effect
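Eya2 protein (added as 0.2 uM solution) was preincubated with compound for 10 min at ambient temperature in 50 mM HEPES pH 7.5, 50 mM NaCl, 5 uM MgCl2, 0.05% BSA, 1 mM DTT. OMFP (added at 50 uM) then reacted 10 min; fluorescence read at 485/525 nm.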
BCR signal inh = qHTS Assay to Find Inhibitors of Chronic Active B-Cell Receptor Signaling; 340,000 compounds, 0.05% hits; ABC-DLBCL IkBa-CBG/CBR reporter, luminescence ratio, 4 h; Potency, µM (highest dose often 46.1 µM), for inactives: top-dose ratio change, negative = lower green/red ratio, most hits filed as inhibitors; active = well fitted inhibition curve with a large enough effect in the signal ratio, with a control signal flat, not every such curve was filed as active; inconclusive = small, poorly fitted or top-dose-only effect, or effect the other way, or a change in a side signal; the % refers to the signal ratio;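 note: potency is the fitted concentration of half-maximal effect; plate controls were basal doxycycline-induced cells for no effect and cells given 10 µM MG132 for full effect; MG132 reads +100%, hits lower the ratio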
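TMD8 ABC-DLBCL cells carrying doxycycline-inducible green luciferase fused to IkappaBalpha plus unfused red luciferase were exposed to compounds (up to 46 uM) for 4 hrs at 37C. Activity came from the overlap-corrected green/red luminescence ratio.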
An asterisk follows results filed as active; i = inactive; u = inconclusive; x = not tested or not shown; & = joins results of further samples. Unless noted, calls come from the whole dose curve; as a rule, active = well fitted curve in the direction sought with a large enough effect; inconclusive = small, poorly fitted or top-dose-only effect, or another doubt; inactive = no such curve, though single readings can be large; an effect the other way counts as inactive or inconclusive. Unless noted, % is set by controls: 0 for no effect and ±100 for the full control effect.

Results follow in this order: B2AR arrestin, KCNH2 3.1 block, USP2a block, KCNH2 WT inh, BCR signal inh, Coupling enz, Giardia killer, uPA generation, GALK inhibitor, PKM2 act, Eya2 phos inh
1	Cc1c(C)n(C)c2ccc(C(=O)Nc3cccc4ccccc34)cc12
 : -0.5%, -21, -2%, -24, u, -7, -17, 7%, 0%, -5%, -4%
2	Cc1cc2nc(CCl)cc(=O)n2[nH]1
 : 0.2%, -4, 0%, -5, -5%, 1, 8, 2%, 5%, 0%, 0%
3	COc1ccc(-n2c(=O)[nH]cc(C(=O)Nc3ccc4c(c3)OCO4)c2=O)cc1OC
 : -0.1%, 2, 0%, 0, -10%, 1, -14, -2%, -2%, 3%, -10%
4	CCCn1c(SCC(=O)N(C)C2CCS(=O)(=O)C2)nc2sc3c(c2c1=O)CCC3 (stereo not given)
 : 0.1%, 7, 1%, -5, 4%, x, 7, -1%, x, x, 2%
5	O=C(COC(=O)CNC(=O)C1CCCCC1)Nc1ccccc1Cl
 : 0.4%, x, -1%, x, 9%, x, 3, -3%, x, x, 3%
6	CC(CCc1ccccc1)NC(=O)COC(=O)C(CCC(N)=O)NC(=O)c1ccc(F)cc1 (stereo not given)
 : 0.2%, 1, 1%, 10, -8%, x, 3, 10%, x, x, -21%
7	CCC(C)N(C)C1CCN(C(=S)Nc2cccc(SC)c2)CC1 (stereo not given)
 : -1.0%, -1, 1%, 7, 6%, -12, -4, -1%, -1%, 0%, -4%
8	O=C(c1ccc(Cl)cc1)N1CCC(C(=O)N2CCN(c3ncccn3)CC2)CC1
 : 0.1%, 9, 1%, 7, -3%, x, -5, -5%, x, x, 13%
9	CCOC(=O)C1(CCCc2ccccc2)CCN(Cc2cnc(C)s2)CC1
 : 0.2%, -23, 0%, -91*, 2%, 0, 11, -4%, 1%, -4%, -10%
10	COc1ccc(OCCCC(=O)NNC(=O)c2ccncc2)cc1
 : 0.4%, 2, 1%, 6, -1%, x, 13, -17%, x, x, 5%
11	COc1cccc(C2C(C#N)=C(N)Oc3cc(C)n(Cc4ccccn4)c(=O)c32)c1OC (stereo not given)
 : -0.2%, 6, -14%, -1, -2%, 3, -16, 0%, 0%, -1%, -16%
12	CCC(C)[C@H](NC(=O)[C@@H]1CSC2c3ccccc3C(=O)N21)C(=O)NCC1CCCO1 (stereo not given in full)
 : 0.3%, 5, -1%, -1, 0%, x, -12, -1%, -1%, x, 3%
13	CCN1CCN(CC(=O)Nc2cccc(C)c2C)C(=O)C1=O
 : 0.1%, 5, -2%, 1, u, 3, 4, -62%, 2%, 4%, -11%
14	CC1CN(C(=O)/C=C/c2ccc(SC(F)F)cc2)CC(C)O1 (stereo not given)
 : -0.1%, -7, -5%, -2, 0%, 1, 11, 4%, 7%, x, u
15	CC(C)n1c(N2CCN(C(=O)N3CCCCC3)CC2)nc2ccccc21
 : -0.2%, 9, 0%, -2, 1%, 0, 7, 5%, -1%, -10%, -9%
16	CC(C)c1[nH]nc2c1C(c1cccnc1)C(C#N)=C(N)O2 (stereo not given)
 : -0.4%, -12, 2%, -8, u, -2, 4, 5%, 0%, 0%, -3%
17	Brc1csc2ncccc12
 : 0.4%, -1, 3%, -7, u, -3, -11, 6%, 0%, -2%, 14%
18	CCc1cc2c(=O)n(C(C)C(=O)OC3CCCCC3)cnc2s1 (stereo not given)
 : 0.0%, -10, 1%, -5, 9%, 3, 11, 14%, 0%, -2%, 7%
19	COc1ccccc1NC(=O)CSc1nc(N)c(C#N)cc1C#N
 : -0.1%, -4, 3%, 5, -3%, -2, 16, 1%, -2%, 14µM*, 5%
20	c1ccc(Cc2nnc3n2CCCCC3)cc1
 : 0.0%, -28, 2%, 19, 1%, 3, 9, 1%, 1%, 3%, 12%

The list goes on; it opens with the five that closed the last part.
Results follow in this order: B2AR arrestin, KCNH2 3.1 block, USP2a block, KCNH2 WT inh, BCR signal inh, Coupling enz, Giardia killer, uPA generation, GALK inhibitor, PKM2 act, Eya2 phos inh
16	CC(C)c1[nH]nc2c1C(c1cccnc1)C(C#N)=C(N)O2 (stereo not given)
 : -0.4%, -12, 2%, -8, u, -2, 4, 5%, 0%, 0%, -3%
17	Brc1csc2ncccc12
 : 0.4%, -1, 3%, -7, u, -3, -11, 6%, 0%, -2%, 14%
18	CCc1cc2c(=O)n(C(C)C(=O)OC3CCCCC3)cnc2s1 (stereo not given)
 : 0.0%, -10, 1%, -5, 9%, 3, 11, 14%, 0%, -2%, 7%
19	COc1ccccc1NC(=O)CSc1nc(N)c(C#N)cc1C#N
 : -0.1%, -4, 3%, 5, -3%, -2, 16, 1%, -2%, 14µM*, 5%
20	c1ccc(Cc2nnc3n2CCCCC3)cc1
 : 0.0%, -28, 2%, 19, 1%, 3, 9, 1%, 1%, 3%, 12%
21	O=C(CSc1nc2ccccc2[nH]1)NCCCn1ccnc1
 : -0.3%, -6, -9%, 14, 2%, 2, -8, x, 3%, 4%, 3%
22	CCCCN=C1CC(C)(C)CC(=O)/C1=C(/O)CCCN1C(=O)c2ccccc2C1=O
 : 0.3%, 9, 4%, -16, 13%, 3, -5, -2%, 6%, 3%, -7%
23	COc1ccc(-c2nnn(CC(=O)OC3CCCCC3)n2)cc1OC
 : -0.1%, -3, 1%, -4, -6%, -1, 4, 2%, 2%, 3%, -1%
24	CN(C)c1cccc(C(=O)Nc2cccc(F)c2)c1
 : -0.1%, -1, -1%, -1, u, -8, 0, -1%, 1%, 17%, -5%
25	COc1cc(CN2CCNC(=O)C2CC(=O)N2CCCCO2)cc(OC)c1 (stereo not given)
 : 0.4%, -2, -2%, i, -4%, 1, 1, 3%, -3%, 8%, -4%
26	O=C(Nc1cccc(Cl)c1)N1CCN(Cc2ccccc2)CC1
 : -0.3%, 7, 2%, -6, -10%, 1, 17, -2%, 0%, 1%, 0%
27	CCC1Oc2ccccc2N(CC(=O)NCCc2ccc(OC)c(OC)c2)C1=O (stereo not given)
 : -0.5%, 4, -2%, 1, -4%&-2%, -2, 6, -2%, -3%, -4%, -5%
28	CCn1cc(-c2ccnc3cc(C(=O)O)nn23)c(C)n1
 : 0.2%, 20, -1%, -3, 0%, 1, -2, -2%, 10%, x, 2%
29	c1cncc(-c2nc3cc(Cc4ccc5oc(-c6cccnc6)nc5c4)ccc3o2)c1
 : -0.9%, x, 0%, x, 0%, -2, x, x, -1%, -6%, -2%
30	CCOC(=O)CCCNc1ccc([N+](=O)[O-])cc1[N+](=O)[O-]
 : -0.4%, 8, 1%, 15, -1%, -2, 1, 0%, 3%, 2%, -4%
31	Cc1ccccc1C(=O)N1CCN(c2ccc([N+](=O)[O-])c(NCc3ccco3)c2)CC1
 : -1.2%, -8, -11%, 1, 8%, -20, 7, -2%, -1%, 12%, -4%
32	Cc1ccc(C(=O)Nc2c(C)n(C)n(-c3ccccc3)c2=O)cc1S(=O)(=O)N1CCCCC1
 : -0.4%, 3, 2%, 6, 0%, x, 11, -3%, x, x, 5%
33	O=C(Nc1scc(-c2ccccc2)c1C(=O)O)c1ccccc1Cl
 : -0.1%, 18, 2%, 0, u, -18, -28, -2%, 0%, x, 10%
34	COc1cc(C(=O)NCCC(=O)NC2CCC(C)CC2)cc(OC)c1OC (stereo not given)
 : 0.3%, 11, 2%, 16, 3%, -1, -13, -11%, 0%, 0%, 6%
